Compound activity from PubChem.
S1P4 ag = human S1P4 receptor agonism; O95977; S1P4-expressing cell line, agonist reporter assay; activation, % at 4.98 µM; hit rate 0.35% among 220,000; AID 1509; in the data active means activation above about 11%;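 further: 0% = DMSO vehicle and 100% = reference agonist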
BaF3 tox = counter-screen for JAK2V617F inhibitors: parental Ba/F3 viability inhibitors. CellTiter-Glo ATP luminescence. inhibition, % at 5.6 µM. hit rate 1.1% among 220,000;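 active means inhibition above a per-campaign cutoff, the mean inhibition of all tested compounds plus 3 SD, cut at about 27% in these data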;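 further: 0% = DMSO wells and 100% = JAK Inhibitor I control wells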
Wee1 stabilizer = inhibitors of human Wee1 degradation | P30291 | HeLa Luc-Wee1K328M stability, luciferase luminescence; 100% = proteasome inhibitor MG132 effect | reporter increase, % at 5 µM | hit rate 1.2% among 220,000;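 active means activation above the mean of all tested compounds plus 3 SD, set per screening run, cut at about 8.8% in these data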;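 further: cells exposed to compound for 20 h before luminescence read; 0% = DMSO alone and 100% = MG132 at 30 µM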
MDM2 E3 inh = blocks human Mdm2 ubiquitin ligase activity; signal enhancement, % at 5 µM; Q00987; cell-based MDM2 ubiquitination luciferase reporter, 2 h; 0 = plate control, 100 = twice control, blank-subtracted; hit rate 0.11% among 210,000;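 active means signal enhancement of 30% or more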;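 further: luminescence tracks abundance of the self-degrading MDM2-luciferase fusion protein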
Target sequence (Q00987 whole entry, looked up, the tested form may be a part): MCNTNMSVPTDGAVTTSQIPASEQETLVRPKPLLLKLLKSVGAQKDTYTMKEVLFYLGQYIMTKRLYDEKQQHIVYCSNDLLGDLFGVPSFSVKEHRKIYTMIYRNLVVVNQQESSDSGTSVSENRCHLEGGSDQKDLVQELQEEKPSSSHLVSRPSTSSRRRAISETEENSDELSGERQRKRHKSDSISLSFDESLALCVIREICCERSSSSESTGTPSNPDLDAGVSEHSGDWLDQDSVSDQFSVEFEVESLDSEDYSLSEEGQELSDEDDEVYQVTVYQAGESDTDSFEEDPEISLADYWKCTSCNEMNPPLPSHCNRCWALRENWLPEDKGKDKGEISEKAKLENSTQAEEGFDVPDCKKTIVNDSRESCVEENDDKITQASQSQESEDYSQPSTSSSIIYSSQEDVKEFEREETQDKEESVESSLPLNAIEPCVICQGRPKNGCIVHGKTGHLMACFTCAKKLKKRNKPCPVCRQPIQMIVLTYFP
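Test system: stable mammalian line carrying autodegrading MDM2–luciferase fusion reporter; quantity: 2000 cells in each well; times: 4 h cell settling then 2 h compound exposure, 37 °C; detection: luminescence with SteadyLite reagent, 15 min at room temperature; evaluation: percent signal gain over controls, blank-subtracted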
Ba/F3 V617F tox = reduce viability of Ba/F3 cells dependent on JAK2V617F; Ba/F3 EpoR-JAK2V617F viability, ATP luminescence; inhibition, % at 5.6 µM; hit rate 1.1% among 220,000;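 active means inhibition above the campaign mean plus 3 SD over all tested compounds, cut at about 24% in these data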;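 further: cytokine-independent growth of Ba/F3 cells driven by EpoR plus mutant JAK2; 0% = DMSO-treated cells and 100% = JAK inhibitor I control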
NPY-Y2 PAM-ag = human NPY-Y2 potentiation or agonism, primary screen; cells expressing NPY-Y2, potentiator/agonist read-out; activation, % at 3.6 µM; hit rate 0.45% among 220,000; in the data active means activation above about 27%;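 further: cells stimulated with NPY near EC25 plus isoproterenol at EC100; 0% = vehicle plus submaximal agonist and 100% = vehicle plus saturating agonist; some results beyond the cut were filed as inactive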
Target sequence (P49146 whole entry, looked up): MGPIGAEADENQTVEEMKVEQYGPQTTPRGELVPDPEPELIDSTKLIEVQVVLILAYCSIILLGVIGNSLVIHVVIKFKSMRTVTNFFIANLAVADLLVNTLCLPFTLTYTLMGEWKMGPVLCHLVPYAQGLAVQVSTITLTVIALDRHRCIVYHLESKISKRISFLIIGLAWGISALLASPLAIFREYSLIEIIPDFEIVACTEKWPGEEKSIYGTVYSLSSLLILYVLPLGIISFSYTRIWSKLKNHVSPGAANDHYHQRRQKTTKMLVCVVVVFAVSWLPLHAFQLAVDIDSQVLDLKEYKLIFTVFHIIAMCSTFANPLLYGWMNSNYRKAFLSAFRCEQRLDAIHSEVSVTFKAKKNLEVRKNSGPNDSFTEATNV
eIF4E-4G inh = eIF4E/eIF4G interaction inhibition in translation initiation | hit rate 0.37% among 220,000 | TR-FRET eIF4E-eIF4GI(517-606) binding, 2 h | P63073+Q04637 | inhibition, % at 21.7 µM;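 active means inhibition above about 30%, limit read from the data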;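 further: 0% = full FRET control wells and 100% = background wells lacking eIF4GI fragment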
S1P4 antagonist = antagonists of human S1P4 receptor | O95977 | S1P4-expressing cells, antagonist mode, reporter read-out | inhibition, % at 4.98 µM | hit rate 0.26% among 220,000 | AID 1510; in the data active means inhibition above about 29%;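 further: 0% = wells stimulated with agonist and 100% = vehicle wells without agonist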
PERK inh = inhibitors of human PERK kinase. Q9NZJ5. CHO PERK-DD fusion, SEAP luminescence translation reporter. inhibition, % at 5.6 µM. hit rate 0.17% among 220,000;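 active means inhibition above the mean inhibition of all tested compounds plus 3 SD, set separately per screening campaign, cut at about 2.9% in these data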;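 further: PERK kinase domain activated by AP20187 dimerizer at 100 nM; 0% = DMSO with dimerizer and 100% = rapamycin at 8.4 µM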
Starred values were filed as active, the others as inactive; nt = not tested or not shown; [ ] = dose if it differs, or a comment. Rows were taken by chance; about 4.1% have a hit in one of these screens.

SMILES	S1P4 ag	BaF3 tox	Wee1 stabilizer	MDM2 E3 inh	Ba/F3 V617F tox	NPY-Y2 PAM-ag	eIF4E-4G inh	S1P4 antagonist	PERK inh
Cn1c(SCC(=O)Nc2ccccc2[N+](=O)[O-])nnc1C(F)(F)F	0.7	3	1	-3	0	-16	-1	-5	0.6
CCn1nc(C(=O)N[C@@H](CCSC)c2nc3ccccc3[nH]2)c2ccccc2c1=O	-0.6	4	-2	-17	0	7	-3[fluorescence artefact?]	10	-1.0
Cc1ccc(-n2nc(C)cc2N)c(C)c1	0.5	6	2	1	3	1	1	-19	1.3
CC(NC(N)=O)C(=O)Nc1ccc(Cl)c(S(=O)(=O)Nc2ccc(Br)cc2)c1 (centres undefined)	1.8	3	1	-4	1	0	-1	-24	0.0
O=C(Cn1c(-c2ccccc2Cl)nc2ccccc21)Nc1cccc(Cl)c1	2.8	6	-1	1	0	11	0	-10	-0.4
COCCNC(=O)CC(c1ccccc1)c1ccccc1	-0.7	3	0	-6	1	-5	-2	16	0.7
CC(C)OP(=O)(OC(C)C)C1(O)C(=O)Nc2ccccc21 (centres undefined)	-0.6	1	1	-5	-4	2	1	-3	1.4
COc1ccc(-c2[nH]ncc2-c2cnc(C)s2)c(O)c1	0.0	-1	-1	-7	0	11	5	4	1.2
O=C(COc1cccc(-n2cnnn2)c1)NC1CCCCC1	2.5	2	-1	2	-4	-5	3	-6	-0.2
CC(C)(C)c1ccc(OCC(=O)N2CCN(C=O)CC2)cc1	1.2	4	-1	-1	0	-1	-1	-5	0.9

4 compounds from above with just BaF3 tox and Wee1 stabilizer.
molecule	BaF3 tox	Wee1 stabilizer
O=C(Cn1c(-c2ccccc2Cl)nc2ccccc21)Nc1cccc(Cl)c1	6	-1
CC(NC(N)=O)C(=O)Nc1ccc(Cl)c(S(=O)(=O)Nc2ccc(Br)cc2)c1 (centres undefined)	3	1
CCn1nc(C(=O)N[C@@H](CCSC)c2nc3ccccc3[nH]2)c2ccccc2c1=O	4	-2
O=C(COc1cccc(-n2cnnn2)c1)NC1CCCCC1	2	-1

The listing continues:
SMILES	S1P4 ag	BaF3 tox	Wee1 stabilizer	MDM2 E3 inh	Ba/F3 V617F tox	NPY-Y2 PAM-ag	eIF4E-4G inh	S1P4 antagonist	PERK inh
COC(=O)[C@@H](NC(=O)NCc1ccccc1Cl)C(C)C	-1.2	5	7	0	6	-1	-1	1	-0.5
CC(C)C(=O)NC(=S)N(Cc1ccccc1)Cc1ccccc1	-1.1	3	-5	-17	14	2	-29	-3	-1.3
CCNc1nc(NCc2ccccc2)nc(SCC(N)=O)n1	-0.5	7	1	-8	1	7	0	-11	2.5
Cc1cc(C2(c3ccc(O)c(C)c3)C(=O)Nc3ccccc32)ccc1O	0.2	8	3	-23	-1	24	0	-3	1.0
CCC(Sc1nc(C)cc(=O)[nH]1)C(=O)Nc1sc2c(c1C#N)CCCC2 (centres undefined)	-0.2	2	3	-5	2	-9	7	-17	-0.6
C=CCOc1ccc(CNc2ccc3[nH]c(=O)[nH]c3c2)cc1OCC	-1.3	3	-1	-15	-7	-3	2	2	1.1
O=C(Nc1ccc(N2CCCCC2)cc1)c1ccccn1	-0.4	19	-6	-88	22	1	8	6	0.3
CC(C)[C@H](NC(=O)[C@@H]1Cc2ccccc2CN1C(=O)OC(C)(C)C)C(=O)NCC1CCC(C(=O)O)CC1 (some centres undefined)	1.6	-2	0	-76	-1	15	-4	-8	0.1
O=[N+]([O-])c1cccc(-c2noc(COc3ccccc3)n2)c1	0.3	3	0	-3	2	-2	-2	17	1.6
Cc1cccc(-n2c(C)cc(/C=N/NC(N)=S)c2C)c1	2.6	8	-1	-5	3	-3	11[fluorescence artefact?]	-4	0.4
Cc1cc(C)n2c(SCC(=O)NC3CCCCC3)nnc2n1	2.3	4	-1	-16	4	4	1	-18	-0.6
CCN(C(=O)CN1C(=S)NC(C)(C)CC1C)c1ccc(C)c(C)c1 (centres undefined)	1.4	-4	-2	2	-5	0	-3	-11	-0.1
COc1ccc(-c2noc(-c3cccs3)n2)cc1OC	0.6	1	5	-18	4	11	3	6	-0.3
Cc1cc(C)c(NC(=O)Nc2ccccc2C)c(Cl)c1	1.6	2	0	-25	2	-5	1	-36	0.9
CN(C(=O)COC(=O)c1cc([N+](=O)[O-])ccc1Sc1ccccc1)C1CCS(=O)(=O)C1 (centres undefined)	1.6	4	-3	-10	-3	-4	1	-15	0.2
CCCNS(=O)(=O)c1ccc(OCC(=O)N2CCCC2)cc1	-0.1	5	-3	-7	-3	-9	0	-15	1.1
COc1ccc(OC)c(NC2=NC3(CCCC3)N=C(N)N2)c1	0.6	2	-1	-18	-4	8	-13	-8	1.4
CCOC(=O)c1c(-c2ccccc2)csc1NC(=O)/C(C#N)=C/c1ccc(OC)c(OC)c1	-2.2	2	1	-3	-4	-2	1	-4	0.4
c1ccc(CN2CCN(CCOCCOc3ccc4c(c3)CCC4)CC2)cc1	-0.7	3	-1	1	-5	-5	4	-5	1.5
O=C(c1cccc(F)c1)N1CCC(O)(c2cccnc2)CC1	0.3	1	0	-4	3	-10	3[fluorescence artefact?]	-11	-0.5
CCCCCCCC(=O)N/N=C(\C)c1ccc(O)cc1O	-0.8	-1	3	13	-5	-10	19	-22	0.6
CC(=O)Oc1ccc(-c2ccc(C(=O)O)cc2)cc1	-0.5	-1	-1	-13	3	-8	1	-18	0.3
CCN(CC(=O)NCc1ccc(F)cc1)c1ccc(S(C)(=O)=O)cc1[N+](=O)[O-]	0.0	8	-1	6	-2	21	-1	-7	0.9
O=C(O)C1C2CCC(C2)C1C(=O)Nc1nc2ccccc2s1 (centres undefined)	0.7	3	1	0	-3	-1	4	-2	1.3
COc1ccc(/C=C2\SC(=NCc3ccccc3)N(Cc3ccccc3)C2=O)cc1OC	1.9	0	-3	-12	-1	-8	-14[fluorescence artefact?]	-2	1.0
c1ccc(Cn2c(-c3cncs3)nc3ccccc32)cc1	1.2	8	-1	-15	1	5	8	-1	-0.4
O=C(NCC1CCCN(Cc2cccc(C(F)(F)F)c2)C1)c1ccc(F)cc1 (centres undefined)	0.7	8	6	8	3	-1	0	-7	-0.1
CCOc1ccc(C(=O)CSc2nnc(N)s2)cc1	0.5	-2	1	-4	-4	6	-11	-1	1.3
Cc1ccc(OCCCC(=O)Nc2ccc(S(=O)(=O)Nc3cc(C)on3)cc2)cc1	1.7	6	2	-13	-3	14	0	-20	0.0
Cc1ccc(NC(=S)c2nc3ccccc3s2)cc1	-2.3	7	1	-61	4	-29	7[fluorescence artefact?]	9	0.9
CCC1=NC(c2ccc(OC)cc2)N(O)C1(C)C (centres undefined)	0.6	4	-1	-11	0	13	3[fluorescence artefact?]	-9	-0.5
CCOc1cc2[nH]c(=S)n(C(C)C)c(=O)c2cc1OCC	-0.1	6	4	-10	3	-30	-4	3	-1.8
COc1cccc(CN2CC(O)=C(c3nc(-c4ccc(Cl)cc4)cs3)C2=N)c1	-0.4	3	1	-15	-1	-11	3	-16	2.0
O=C(CN1CCN(S(=O)(=O)c2ccc(Br)cc2)CC1)Nc1ccc2c(c1)OCCO2	0.5	9	1	1	-1	10	0	-8	0.1
CCOc1ccccc1/C=C/c1cc(C(=O)O)c2ccccc2n1	1.2	-3	0	2	-2	2	-4	-3	0.3
Cc1ccccc1N(C(=O)Cn1nnc(-c2ccc(F)cc2)n1)C(C(=O)NC(C)(C)C)c1ccncc1 (centres undefined)	0.0	1	4	-7	-6	1	1	-24	0.4
Cc1ccc(N(C)C(=O)C2CCCN2S(=O)(=O)c2ccc3c(c2)n(C)c(=O)c(=O)n3C)cc1 (centres undefined)	-0.2	2	-2	-3	-5	-1	4	-15	0.2
COc1ccccc1CC(=O)NCc1nn(-c2ccccc2)nc1C	2.5	-4	0	2	1	-1	8	-15	0.4
CC(C)(C)c1ccc(CNc2ccc([N+](=O)[O-])cn2)cc1	-2.4	8	0	0	0	-1	-5	-12	0.3
COc1ccccc1CNC(=O)CCCc1ccccc1	1.1	4	2	-4	4	7	0	-8	-1.8
O=c1cc(CN2CCCc3ccccc32)nc2sccn12	-1.5	-1	-2	-8	-4	6	5	1	0.4
COc1ccc(-c2cn3ccsc3n2)cc1	1.0	7	3	-40	8	-18	-1	2	-0.7
CCOC(=O)N1CCC(NCCNC(=O)c2ccccc2)CC1	2.9	5	-1	0	-2	-7	4	-15	1.1
Cc1ccc(NC(=O)CN(C)CC(=O)NC2CCCc3ccccc32)cc1 (centres undefined)	0.7	-9	4	nt	4	-3	-12	1	0.1
O=c1nc(/C=C/c2ccc(-c3ccc(F)cc3)o2)cc(C(F)(F)F)[nH]1	-0.1	2	-4	-35	-4	4	-3[fluorescence artefact?]	-12	0.0
CCn1cc(Br)c(C(=O)Nc2cccc(SC)c2)n1	-1.4	4	-3	-5	5	-10	3	-9	-1.2
COCCN(C(=S)Nc1cccc(Cl)c1C)C(C)c1ccco1 (centres undefined)	0.3	-1	-1	nt	0	-4	-4	-1	0.2
CCN(CC)c1ccc(C=O)c(OC)c1	-0.6	5	0	-5	0	-10	-1	6	0.1
Cc1nn(CC(=O)c2ccc(Br)s2)c(C)c1[N+](=O)[O-]	0.2	0	1	nt	-1	7	-3	-9	1.8
O=c1oc(-c2cccc(C(F)(F)F)c2)nn1-c1ccc(C(F)(F)F)cn1	1.0	-2	2	-5	0	-22	-3	-23	-0.8
Going on with the list.
SMILES	S1P4 ag	BaF3 tox	Wee1 stabilizer	MDM2 E3 inh	Ba/F3 V617F tox	NPY-Y2 PAM-ag	eIF4E-4G inh	S1P4 antagonist	PERK inh
CCCCn1c(/C=N/Nc2nc3ccccc3[nH]2)nc2ccccc21	1.4	3	-3	-8	1	1	-4	-9	-1.2
O=C(c1ccc(Cl)nc1)c1cccs1	-0.3	-6	5	nt	-4	-14	2	-12	1.0
CCCc1cc(C(=O)Nc2ccc(C)cc2)no1	1.4	1	-3	-25	-2	-2	-4	-12	1.3
CC(=O)C1=C(C)OC(N)=C(C#N)C1c1cccc2ccccc12 (centres undefined)	-0.4	0	-1	-8	-2	-23	-6	-1	1.1
O=C(CC(=O)Nc1cccc(Cl)c1)N/N=C\c1ccccc1	0.1	6	-1	-13	-1	4	2[fluorescence artefact?]	-4	1.3
O=Cc1cn(CCC(=O)O)nc1-c1cccc(Cl)c1	1.1	7	-2	-1	1	-2	2	-7	1.9
CC(=O)NC1CC2CCCC(C1)N2CC(=O)Nc1ccccc1 (centres undefined)	-0.7	5	3	-1	-3	7	1	-2	-0.4
Cc1ccccc1C(=O)Nc1c(C(=O)N2CCCC2)cnn1-c1ccccc1	-4.6	2	-2	-11	2	-18	0	5	-0.9
S=C(NCc1ccco1)N1CCN(C(c2ccccc2)c2ccccc2)CC1	0.2	5	1	-4	0	-7	2	-6	0.1
Brc1ccc(-c2nn[nH]n2)cc1	-2.5	1	-2	-11	1	-11	6	12	2.1
O=C(CN1CCN(Cc2cccc(Cl)c2)C1=O)NCC1CCCO1 (centres undefined)	-1.2	4	-4	-7	-1	-6	-4	-11	2.0
CCC1CCCCN1CCNS(=O)(=O)c1ccc2c(c1)CCN2C(C)=O (centres undefined)	-0.5	5	1	-12	-2	11	-2	-22	-0.9
O=C(COC(=O)/C=C/c1ccc(S(=O)(=O)N2CCOCC2)cc1)NCc1ccccc1	0.2	-2	0	-4	-4	-4	5	-2	1.0
